Bioassay records as filed in PubChem BioAssay.
IL1B secr inh: blocks inflammasome-driven IL-1 beta release; THP-1 LPS/ATP IL-1B secretion, AlphaLISA, 16 h; hits give low values; activity change, % at 57.5 µM; 360,000 tested, 4.7% active; AID 743279; in the data active = activity change below about -50%; inconclusive = mostly about -30% to -49%; note: % is set by controls: 0 for no effect and ±100 for the full control effect
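Secreted IL-1B measured by AlphaLISA bead assay after 16 h compound exposure of THP-1 cells; compounds (final up to 57.5 uM) added 1 h before LPS (250 ng/mL) and ATP (1.25 mM) stimulation; lower signal means less secretion.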
WRN inhibitor: WRN helicase (human) inhibition; Potency, µM (top dose mostly 114 µM), inactives show at the top dose activity change, negative = inhibition, most hits filed as inhibitors; Q14191; 360,000 tested, 0.46% active; WRN helicase unwinding, fluorescent forked duplex, kinetic; note: potency is the fitted concentration of half-maximal effect; % is set by controls: 0 for no effect and ±100 for the full control effect; nearly all actives have a fitted effect of over 55% in size
Target sequence (Q14191 whole entry, looked up): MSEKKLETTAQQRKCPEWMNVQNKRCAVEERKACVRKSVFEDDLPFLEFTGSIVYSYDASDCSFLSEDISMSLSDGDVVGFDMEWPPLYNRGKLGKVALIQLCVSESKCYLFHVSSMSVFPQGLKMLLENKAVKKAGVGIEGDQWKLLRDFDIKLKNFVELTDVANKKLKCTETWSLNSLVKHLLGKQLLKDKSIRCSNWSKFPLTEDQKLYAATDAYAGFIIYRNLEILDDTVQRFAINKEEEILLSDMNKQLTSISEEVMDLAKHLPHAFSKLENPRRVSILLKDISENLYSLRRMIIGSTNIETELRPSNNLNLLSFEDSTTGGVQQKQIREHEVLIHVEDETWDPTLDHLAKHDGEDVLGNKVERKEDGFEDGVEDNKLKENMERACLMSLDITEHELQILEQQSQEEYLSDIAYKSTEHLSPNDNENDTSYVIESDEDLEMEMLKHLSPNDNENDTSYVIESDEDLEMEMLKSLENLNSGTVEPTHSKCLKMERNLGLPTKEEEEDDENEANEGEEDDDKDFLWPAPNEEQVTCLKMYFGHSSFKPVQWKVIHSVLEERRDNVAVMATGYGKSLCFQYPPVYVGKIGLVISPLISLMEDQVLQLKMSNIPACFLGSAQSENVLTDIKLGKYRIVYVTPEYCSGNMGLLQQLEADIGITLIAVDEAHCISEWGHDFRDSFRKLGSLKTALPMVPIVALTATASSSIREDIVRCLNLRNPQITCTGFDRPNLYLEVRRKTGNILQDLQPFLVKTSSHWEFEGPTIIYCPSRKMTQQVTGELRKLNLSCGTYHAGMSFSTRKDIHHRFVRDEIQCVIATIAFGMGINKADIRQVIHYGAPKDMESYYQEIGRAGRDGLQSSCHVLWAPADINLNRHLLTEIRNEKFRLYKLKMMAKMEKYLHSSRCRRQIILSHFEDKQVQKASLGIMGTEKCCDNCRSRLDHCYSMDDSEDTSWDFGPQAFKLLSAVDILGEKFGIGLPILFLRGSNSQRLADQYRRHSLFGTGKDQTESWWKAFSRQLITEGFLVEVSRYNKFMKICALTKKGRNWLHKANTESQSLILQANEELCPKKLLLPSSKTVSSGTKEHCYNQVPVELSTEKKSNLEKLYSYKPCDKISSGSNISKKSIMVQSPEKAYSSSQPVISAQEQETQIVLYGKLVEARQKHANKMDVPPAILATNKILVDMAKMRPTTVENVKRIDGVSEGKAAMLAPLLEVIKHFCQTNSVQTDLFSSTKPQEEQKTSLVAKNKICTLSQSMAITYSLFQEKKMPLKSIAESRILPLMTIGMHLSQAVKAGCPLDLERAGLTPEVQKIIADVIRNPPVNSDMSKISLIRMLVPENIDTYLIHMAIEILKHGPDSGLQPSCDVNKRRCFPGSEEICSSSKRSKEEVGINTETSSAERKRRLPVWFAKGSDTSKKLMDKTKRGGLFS
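Primary qHTS, 1536-well format. 20 nM WRN + compound, 15 min RT; start with 100 nM forked fluorophore/quencher duplex, 2 mM ATP (final); kinetic read ex 525/em 598 nm.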
ATXN2 expr inh: reduces ATXN2 reporter expression in HEK-293 cells; HEK-293 ATXN2-luciferase reporter, luminescence, 24 h; Potency, µM (top dose mostly 57 µM), inactives show top-dose activity change, negative = inhibition, actives largely listed as inhibitors; 360,000 tested, 0.72% active; AID 1745845; note: potency is the fitted concentration of half-maximal effect; % is set by controls: 0 for no effect and ±100 for the full control effect; nearly all actives have a fitted effect of over 55% in size
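ATXN2-luciferase reporter cells (luciferase flanked by upstream and downstream ATXN2 gene portions) were treated 24 h at 37 °C with compounds at up to 57 uM. SteadyGlo luminescence gave expression; GF-AFC fluorescence gave viability.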
KB-3-1 cytotox: KB-3-1 parental cell cytotoxicity; KB-3-1 viability, CellTiter-Glo ATP luminescence, 72 h; Potency, µM (highest dose often 46.1 µM), without a hit: at the highest dose activity change, negative = cytotoxic, actives largely listed as cytotoxic; 400,000 tested, 1.4% active; note: potency is the fitted concentration of half-maximal effect; % is set by controls: 0 for no effect and ±100 for the full control effect; nearly all actives have a fitted effect of over 60% in size
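Viability of parental KB-3-1 cells, measured by CellTiter-Glo luminescence, followed a 72 h incubation at 37 °C with pinned compounds in phenol-red-free DMEM containing 10% FBS.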
HT1080 IDH1KD tx: kills HT-1080 cells with IDH1 knockdown | HT-1080 IDH1 knockdown viability, ATP luminescence, 48 h | Potency, µM (doses to about 46.1 µM), for the others: at the top dose activity, negative = toxicity, usual class: cytotoxic | 360,000 tested, 2% active | AID 686971;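 note: potency is the fitted concentration of half-maximal effect; 0% = DMSO wells and -100% = cell-free medium wells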
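Using the IDH1-knockdown HT-1080 line run in the same batch and compound series as the NT line, viability after 48 h at 37 °C was determined by CellTiter-Glo luminescence and expressed as % activity.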
HT1080NT lethal: kills 2HG-producing HT-1080-NT fibrosarcoma cells; 360,000 tested, 1.6% active; Potency, µM (series often up to 46.1 µM), inactives show at the highest dose activity, negative = less viability, actives largely listed as cytotoxic; HT-1080-NT fibrosarcoma viability, CellTiter-Glo ATP luminescence, 48 h; AID 686970;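 note: NT is the 2HG producing partner of a matched IDH1 knockdown line; potency is the fitted concentration of half-maximal effect; 0% = DMSO-treated cells and -100% = media-only wells without cells; nearly all actives have a fitted effect of over 55% in size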
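A 48-hour cytotoxicity screen used HT-1080-NT cells plated 2 hours before compound delivery. ATP-based CellTiter-Glo luminescence measured viability, normalized to DMSO and no-cell controls.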
MCF10A rereplic: induces DNA re-replication in MCF 10a normal breast cells. 350,000 tested, 2.9% active. Potency, µM (titrated, usually from 46.1 µM), without a hit: top-dose activity, positive = re-replication, actives largely listed as activators. MCF 10A DNA re-replication, Hoechst nuclear intensity, 48 h; note: potency is the fitted concentration of half-maximal effect; % of control where 0% means no effect; nearly all actives have a fitted effect of over 50% in size
SW480 rerep: induces DNA re-replication in SW480 colon adenocarcinoma cells; Potency, µM (top dose mostly 46.1 µM), inactives show at the highest dose re-replication activation, most hits filed as activators; SW480 DNA re-replication, Hoechst DNA content imaging, 48 h; 340,000 tested, 1.8% active; note: potency is the fitted concentration of half-maximal effect; % of control where 0% means no effect; nearly all actives have a fitted effect of over 55% in size
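Per well, 250 cells were exposed to pinned compound for 48 hr. Nuclear DNA was visualised with Hoechst (40 min, 37 C) and total object intensity recorded by fluorescence scanning.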
KB-V1 MDR tox: kills drug-selected multidrug resistant KB-V1 cells. KB-V1 MDR cells viability, CellTiter-Glo, 72 h. 400,000 tested, 3.4% active. Potency, µM (doses to about 46.1 µM), without a hit: top-dose activity change, negative = cytotoxicity, most hits filed as cytotoxic; note: potency is the fitted concentration of half-maximal effect; % is set by controls: 0 for no effect and ±100 for the full control effect; nearly all actives have a fitted effect of over 60% in size
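Compound-treated KB-V1 multidrug-resistant cells, 72 h, 37 degrees C; viability by CellTiter-Glo. Fitted qHTS curves give the values.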
* hit, by the source's call; ? = inconclusive; nt = no result given; & = joins results of further samples; [ ] = another dose, or the depositor's remark. Unless noted, calls come from the whole dose curve; as a rule, active = well fitted curve in the direction sought with a large enough effect; inconclusive = small, poorly fitted or top-dose-only effect, or another doubt; inactive = no such curve, though single readings can be large; an effect the other way counts as inactive or inconclusive.

The first 4 entries as a preview:
SMILES	IL1B secr inh	WRN inhibitor	ATXN2 expr inh	KB-3-1 cytotox	HT1080 IDH1KD tx	HT1080NT lethal	MCF10A rereplic	SW480 rerep	KB-V1 MDR tox
Cc1cccc(NC(=O)CCNS(=O)(=O)c2ccc(Cl)cc2)c1	22	1%	-4%	?	-6%	-9%	-4%	-3%	-21%
COc1ccc(C(=O)COC(=O)C(CCCCN2C(=O)C3C4C=CC(C4)C3C2=O)N2C(=O)C3C4C=CC(C4)C3C2=O)cc1 (centres undefined)	7	-9%	33%	21%	11%	11%	11%	4%	?
O=C(NN=C(Cc1ccccc1)Cc1ccccc1)c1ccccc1F	-6	-20%	-16%	2%	0%	-9%	-1%	-5%	-20%
Cc1ccc(-n2c(SCC(=O)N(C)C3CCS(=O)(=O)C3)nc3ccccc3c2=O)cc1 (centres undefined)	-11	-8%	-10%	0%	-24%	-4%	12%	12%	-1%

Main list (from the top)
SMILES	IL1B secr inh	WRN inhibitor	ATXN2 expr inh	KB-3-1 cytotox	HT1080 IDH1KD tx	HT1080NT lethal	MCF10A rereplic	SW480 rerep	KB-V1 MDR tox
Cc1cccc(NC(=O)CCNS(=O)(=O)c2ccc(Cl)cc2)c1	22	1%	-4%	?	-6%	-9%	-4%	-3%	-21%
COc1ccc(C(=O)COC(=O)C(CCCCN2C(=O)C3C4C=CC(C4)C3C2=O)N2C(=O)C3C4C=CC(C4)C3C2=O)cc1 (centres undefined)	7	-9%	33%	21%	11%	11%	11%	4%	?
O=C(NN=C(Cc1ccccc1)Cc1ccccc1)c1ccccc1F	-6	-20%	-16%	2%	0%	-9%	-1%	-5%	-20%
Cc1ccc(-n2c(SCC(=O)N(C)C3CCS(=O)(=O)C3)nc3ccccc3c2=O)cc1 (centres undefined)	-11	-8%	-10%	0%	-24%	-4%	12%	12%	-1%
Cc1ccc(-n2c(COc3ccccc3)n[nH]c2=S)cc1	18	-33%	3%[11.3 µM]	11%	29%	6%	-6%	-2%	-27%
CC(CN1CCN(C)CC1)OC(=O)c1cccc(F)c1 (centres undefined)	19	-27%	-2%	12%	0%	6%	-1%	-2%	3%
CSc1ccc(/C=C/C(=O)Nc2ccccc2)cc1	-20	3%	-2%	-14%	?	?	1%	-3%	-27%
Cc1cc(C2C(C#N)=C(N)OC3=C2C(=O)CC(C)(C)C3)c(C)s1 (centres undefined)	5	-1%	5%	-4%	-1%	1%	?	-8%	18%
CCc1ccc(OCC(=O)N/N=C(\C)c2ccc(O)cc2O)cc1	74	-19%[57.1 µM]	?	?	?	-21%	15%	?	-2%
c1ccc(NCCSc2nc3ccccc3s2)cc1	38	-8%	50%[activator]	-1%	15%	17%	20%	-3%	-22%
Cc1ccc(N2CCN(C(=O)C3CCN(S(=O)(=O)c4cccc5nsnc45)CC3)CC2C)cc1 (centres undefined)	-15	1%	-14%	-12%	9%	26%	0%	4%	-5%
COC(=O)c1cc(S(=O)(=O)N2CCCC(C)C2)c[nH]1 (centres undefined)	-3	4%	nt	-5%	0%	0%	18%	-7%	0%
COc1ccc(CN2CCNC(=O)C2CC(=O)NCC2CCOCC2)cc1C (centres undefined)	103	2%	?	-1%	13%	-1%	-15%	-6%	5%
CCSc1nc2sc3c(c2c(=O)n1-c1ccccc1C)CCN(C)C3	-18	7%	-14%	-2%	2%	-1%	?	0%	-1%
CCOc1cc(CNCCO)cc(Br)c1OCc1cccs1	-60*	-5%	?	-16%	11µM*	?	-3%	3%	17%
O=C(Nc1ccc2c(c1)OCO2)C1CCN(S(=O)(=O)c2ccc3c(c2)OCCO3)CC1	2	-17%	10%	-13%	-8%	-11%	4%	29%	?
Cc1cccc(NC(=S)NCc2ccc3c(c2)OCO3)c1	0	-3%	5%	0%	12%	11%	4%	-2%	-23%
CCn1c(=O)c([N+](=O)[O-])c(Cl)c2ccccc21	-96*	-14%[11.6 µM]	-5%[11.3 µM]	?	3.7µM*	?	26%	8.2µM*	-1%
CC1(C)Cc2c(c(-c3ccco3)nc3sc4c(NCCCO)ncnc4c23)CO1	44	-8%	nt	0%	-4%	0%	1%	-6%	?
CN(C)CC(CCCCC(CN(C)C)C(=O)c1ccccc1)C(=O)c1ccccc1 (centres undefined)	-72*	-7%	11%	?	?	?	?	10µM*	0%
O=C(CN1CCN(C(=O)c2cncn2-c2ccc(F)cc2)CC1)Nc1ccccc1C(F)(F)F	-15	2%	nt	-9%	4%	-1%	-3%	-3%	0%
CC(C(=O)NCCCc1ccccc1)c1ccc([N+](=O)[O-])cc1 (centres undefined)	0	-8%	nt	8%	-1%	-4%	-1%	4%	-10%
CCOc1ccc(/C=C/C(=O)OCC(=O)c2ccccc2OC)cc1OC	-14	?	-19%	0%	10%	0%	1%	0%	-3%
COc1ccc(Nc2nc(C)cc(=O)[nH]2)cc1	17	-4%	1%	-4%	2%	1%	1%	-9%	-10%
Cn1c(CCNS(=O)(=O)c2ccccc2)nnc1SCc1cccnc1	18	-14%	56%[activator]	18%	2%	0%	0%	-14%	4%
CC(C)(C)C1CCC(OC(=O)CCC(=O)Nc2ccccc2)CC1 (centres undefined)	-30	-4%	-10%	-1%	0%	-1%	16%	-3%	-23%
Cc1ccc(NC(=O)c2nc[nH]c2C(=O)NCC(=O)OC(C)(C)C)cc1	15	0%	0%	12%	-14%	-19%	17%	1%	-1%
O=C(Cn1cnc2c(nnn2Cc2ccc(F)cc2)c1=O)OCc1ccccc1	17	21%	6%	2%	0%	0%	0%	-6%	7%
O=C(c1cc2cc(F)ccc2[nH]1)N1CCN(c2cccc(Cl)c2)CC1	30	0%	9%	-2%	0%	-2%	?	-21%	-25%
Cc1cccc(OCC(=O)Nc2ccc(C(=O)c3ccc(C(=O)O)cc3)cc2)c1	56	-30%	-24%[11.3 µM]	9%	-23%	1%	-2%	-11%	0%
CC(C)(C)NC(=O)CSc1nncn1NCc1c(Cl)cccc1Cl	23	-3%	1%	4%	0%	-2%	-5%	-9%	-5%
CCc1ccccc1NC(=O)CN(C)C(=O)COC(=O)c1ccco1	0	10%	4%	-7%	-4%	0%	12%	-24%	10%
O=c1c2c(nc3nc(NCc4cccc5ccccc45)[nH]n13)CCC2	-7	3%	-9%	-1%	-15%	-2%	-1%	0%	-19%
CCC(=O)c1c[nH]c(C(=O)NCc2ccccc2OC)c1	17	-1%	-27%	-5%	6%	12%	5%	11%	?
Cc1ccc(NC(=O)Cc2ccccc2)cc1S(=O)(=O)N1CCOCC1	-4	8%	5%	-8%	5%	7%	4%	-3%	23µM*
Cc1nc2ccccc2cc1C(=O)NCc1ccco1	9	-5%	1%	-7%	-4%[9.24 µM]	9%	4%	-6%	-23%
COCc1nc(-c2ccc(-c3ccc(C)cc3)nc2OC)no1	-21	-14%	-6%	2%	-10%	-6%	?	?	0%
CCCc1nc2scc(-c3ccc(C)cc3)c2c(=O)n1N	3	6%	3%	-3%	-13%	-5%	1%	7%	?
Cc1ccc(-n2c(SCC(=O)Nc3ccc(C(=O)O)cc3)nnc2-c2ccncc2)cc1	6	-1%	6%	5%	10%	20%	-5%	-119%[inhibitor]	4%
C=CCSc1nnc(Cc2cc(=O)[nH]c(=O)[nH]2)n1-c1cc(C)ccc1C	26	3%	-1%	2%	20%	20%	-13%	-5%	13%
CCc1cc(C(=O)Nc2ccc(C)cc2Br)cs1	-5	-5%	83%[activator]	-10%	-5%	-1%	6%	2%	2%
O=C1CCN(CCc2ccccc2)CCN1[C@H](COc1ccccc1)c1ccccc1	-3	-6%	-19%	-1%&-9%	-10%	-3%	25%	-6%	?
CCCCC(CC)CNC(=O)CCCCn1c(=O)[nH]c2ccsc2c1=O (centres undefined)	-12	-9%	2%&-23%	16%&3%	-13%	-28%	13%	0%	18%&22%
COc1ccccc1NC(=O)COC(=O)c1cnc(C)cn1	33	-4%	1%	-7%	-3%	14%	-16%	-18%	-9%
Cc1[nH]c2ccccc2c1/C=N/Nc1nc2ccccc2[nH]1	-105*	-29%	?	0%	18µM*	18µM*	?	8%	?
COc1cc(C(=O)O/N=C2/C=CC(=O)C(C)=C2C)cc(OC)c1OC	-2	-7%	?	?	-8%	-1%	23µM*	16µM*	?
Cc1ccc(-c2nc(N)sc2CC(=O)OCC(=O)NCCC(C)C)cc1	-8	-34%	6%	0%	0%	-3%	10%	2%	-6%
Cc1ccc(OCC(=O)c2cc(C)n(-c3cc(C)on3)c2C)c([N+](=O)[O-])n1	6	3%	1%	-22%	-4%	-6%	?	?	-21%
O=c1[nH]c(NCCO)nnc1Cc1ccc(Cl)cc1	-1	5%	-1%	12%	4%	2%	-15%	-5%	0%
Cc1cc(C(=O)Nc2ccc(Cl)c(S(=O)(=O)N3CCOCC3)c2)c2ccccc2n1	-2	5%	nt	-6%	-3%	3%	1%	1%	0%
O=C1CCC(C(=O)OC(C(=O)Nc2cc(Cl)cc(Cl)c2)c2ccccc2)=NN1 (centres undefined)	-12	5%	nt	4%	-4%	5%	17%	-10%	-6%
Cc1cc(NS(=O)(=O)c2ccc(NC(=O)c3ccc(F)cc3)cc2)nc(C)n1	-29	2%	nt	-21%	3%	2%	1%	-7%	0%
Cc1ccccc1C(=O)NC1CCN(CC(=O)N2CCCCC2C)CC1 (centres undefined)	15	-14%	-5%	2%	6%	11%	-7%	-1%	6%
O=P(O)(O)C(O)C(F)(F)C(F)(F)C(F)(F)C(F)F (centres undefined)	-10	-8%	-6%	2%	-2%	-3%	5%	-2%	1%
CCS(=O)(=O)N1Cc2ccccc2CC1C(=O)Nc1ccc(OC)c(OC)c1 (centres undefined)	8	3%	-3%	-4%	12%	30%	11%	-3%	-1%

Outcome played no part in choosing rows (roughly 12% active in at least one column).
